LGR2 inh: inhibitors of bursicon-induced Drosophila LGR2 receptor cAMP signaling. HEK293 LGR2, CRE-luciferase, bursicon-stimulated, 4 h. inhibition, % at 9.99 µM. 380,000 tested, 0.35% active;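 active means drop in luminescence signal, shown as inhibition above about 50% in the replicate tests, limit read from the data, passing the limit was not always enough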;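 further: agonist challenge used bursicon conditioned medium at about half maximal strength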
FN deposit inh: fibronectin deposition inhibition | AH1F fibroblasts, Alexa488-fibronectin deposition fluorescence, overnight | inhibition, % at 12.6 µM | 350,000 tested, 0.086% active | AID 743247;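 active means mean inhibition across replicates of 30% or more, regardless of how many single replicates reach that level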;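 further: positive control wells lacked labelled fibronectin entirely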
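Material: AH1F fibroblast monolayer depositing Alexa488-labelled fibronectin into matrix / Amount: 10000 AH1F cells per well / Signal: fluorescence 485/525 nm / Medium: DMEM, 2% serum / Compound: single dose, pinned / Incubation: 1 h cell adhesion before compound, then overnight fibronectin incubation / Reagent: Alexa488-FN, 24 nM final / Read-out: inhibition of fibronectin deposition signal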
SIRT5 block: inhibitors of human sirtuin-5 desuccinylase; Q9NXA8; Purified SirT5, succinyl-peptide AMC, trypsin-coupled fluorescence; inhibition, % at 15 µM; 330,000 tested, 1.1% active; in the data active means inhibition above about 15%
Target sequence (Q9NXA8 whole entry, looked up): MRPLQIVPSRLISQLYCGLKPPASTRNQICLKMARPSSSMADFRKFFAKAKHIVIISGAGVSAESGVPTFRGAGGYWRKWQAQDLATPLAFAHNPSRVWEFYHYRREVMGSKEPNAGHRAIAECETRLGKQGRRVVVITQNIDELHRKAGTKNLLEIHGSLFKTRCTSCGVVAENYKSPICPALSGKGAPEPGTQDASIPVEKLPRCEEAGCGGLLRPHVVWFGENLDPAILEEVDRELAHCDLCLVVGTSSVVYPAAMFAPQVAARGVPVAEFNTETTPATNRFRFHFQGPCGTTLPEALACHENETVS
Statin myotox sup: suppression of simvastatin myotoxicity | rescue of ATP level, % at 7.49 µM | 330,000 tested, 0.78% active | AID 602340 | C2C12 myotubes + simvastatin, ATP luminescence, 48 h; scaled: DMSO 0, geranylgeraniol control 100;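 active means mean ATP rescue above about 67%, or every replicate alone reaching that limit, limit read from the data, passing the limit was not always enough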;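 further: myotubes were challenged with 10 µM simvastatin during compound exposure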
esBAF inh: inhibitors of esBAF chromatin remodeling in mouse ES cells; Bmi1-luciferase knock-in reporter, 24 h; 100% = twice the neutral-well signal; reporter increase, % at 12.5 µM; 350,000 tested, 2% active; AID 602393; in the data active means activation above about 40%;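 further: 0% = median of the plate's neutral control wells and 100% = double that signal; a rise in the Bmi1 reporter signal indicates esBAF inhibition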
CASP6 VEID inh: caspase-6 (human) enzyme inhibition; 350,000 tested, 0.53% active; inhibition, % at 12.5 µM; purified caspase-6, Z-VEID-R110 cleavage fluorescence; P55212;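 active means mean inhibition across replicates at least about 35%, with every replicate also reaching that limit, limit read from the data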;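 further: 0% = median of neutral control wells and 100% = no fluorescence left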
Target sequence (P55212 24-179 limits assumed): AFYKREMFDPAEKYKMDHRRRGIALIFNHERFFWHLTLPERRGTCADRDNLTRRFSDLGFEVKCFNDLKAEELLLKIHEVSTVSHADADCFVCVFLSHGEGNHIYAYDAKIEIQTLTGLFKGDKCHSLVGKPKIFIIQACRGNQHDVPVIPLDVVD
Target sequence (P55212 194-293 limits assumed): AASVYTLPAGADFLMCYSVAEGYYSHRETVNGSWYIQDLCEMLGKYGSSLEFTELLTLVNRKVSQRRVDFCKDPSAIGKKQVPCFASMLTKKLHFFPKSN
S100A4 inh HTS: S100A4-myosin IIA interaction inhibition; P26447; S100A4/TAMRA-MyoIIA peptide fluorescence polarization; inhibition, % at 10.7 µM; 360,000 tested, 0.14% active; AID 652163;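 active means mean inhibition of at least 70% across replicates, with every replicate also reaching that level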
Target sequence (P26447 whole entry, looked up): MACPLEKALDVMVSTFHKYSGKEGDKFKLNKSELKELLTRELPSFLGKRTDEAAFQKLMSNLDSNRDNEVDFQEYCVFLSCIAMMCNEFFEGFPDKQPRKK
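Material: human S100A4 monomer with TAMRA-labelled myosin IIA peptide; buffer or medium: HEPES pH 7.2 with CaCl2, KCl, NaCl, DTT, Triton; compound dosing: one concentration per compound; schedule: 5 min incubation before reading; benchmarks: neutral control DMSO, positive control TFP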
An asterisk follows results filed as active; · = not tested or not shown. An excerpt (hit frequency here may not be typical).

Compound	esBAF inh	FN deposit inh	SIRT5 block	CASP6 VEID inh	S100A4 inh HTS	Statin myotox sup	LGR2 inh
COc1ccc(-c2cnn3c(N)c(S(=O)(=O)C(C)(C)C)cnc23)cc1	18	10	·	·	·	-83	·
O=C(COC(=O)c1cccnc1Cl)NCc1cccs1	-4	6	0	·	-1	6	-17
COc1ccc(Cc2c(C3CCCCC3)nc3cc(C)c(Br)c(C)n23)c(C)c1	·	-10	0	-2	-1	·	7
CC(=O)Oc1ccc(/C=C(\NC(=O)c2ccco2)C(=O)Nc2ccc(C(C)=O)cc2)cc1	-4	1	-4	2	1	5	-6
C[C@H]1CN([C@@H](C)CO)C(=O)c2cc(NS(=O)(=O)c3ccccc3)ccc2O[C@H]1CN(C)S(=O)(=O)c1cn(C)cn1	-2	·	-7	-1	13	-43	-16
Cc1ccc([C@H]2C[C@@H](n3cc(C4CC4)nn3)[C@H](O)CN2C(=O)C2CCCCC2)cc1	3	1	·	-2	-6	-5	11
Cc1cc(C)c(S(=O)(=O)N(C)CC(N)=O)c(C)c1	6	-9	·	·	·	2	·
CCCS(=O)(=O)c1ccc(COC(=O)c2cccc(NC(=O)C(C)C)c2)cc1	·	·	0	-4	2	·	0
O=C(Cc1ccccc1F)OCC(=O)N1CCc2ccccc21	-11	-5	·	0	-7	5	-64
N#Cc1ccc(C(=O)CSc2nnc(-c3ccc(C(F)(F)F)cn3)s2)cc1	-2	5	-5	6	3	13	-3
COC(=O)c1ccc(COC(=O)C2CCN(S(=O)(=O)c3c(C)cc(C)cc3C)CC2)o1	-2	·	·	2	-1	-11	10
C[C@@H]1CN([C@@H](C)CO)C(=O)c2cccc(NC(=O)C3CCCCC3)c2O[C@H]1CN(C)Cc1ccc(-c2ccccc2)cc1	0	-9	·	·	·	·	5
O=[N+]([O-])c1ccc(-c2ccc(/C=N/Nc3nc(N4CCCCC4)nc(N4CCCCC4)n3)o2)cc1	·	7	-1	1	0	·	18
COc1ccccc1-c1nnc(SC/C(O)=C(\C#N)c2nc3ccccc3[nH]2)n1C1CCCCC1	·	-4	2	2	-3	·	·
CO[C@H]1CN(C)C(=O)c2ccc(NS(=O)(=O)CC(F)(F)F)cc2OC[C@@H](C)N(Cc2nccs2)C[C@H]1C	-9	-7	-4	-1	1	-7	-21
Cc1ccc(S(=O)(=O)N2[C@H](C(C)C)[C@H]3[C@H]4C(=O)N(c5ccccc5)C(=O)[C@H]4CC(=O)[C@H]3[C@@H]2c2ccccc2)cc1	-7	2	-6	·	-1	-1	9
Cc1nc2c(c3c1[nH]c1ccccc13)C(=O)CC(C)(C)C2	21	0	·	·	9	-26	·
CCOC(=O)N1C(=O)[C@@](CC)(c2ccccc2)N1C(=O)OCC	4	3	-1	-1	5	-3	11
COC(=O)c1[nH]c2ccccc2c1NC(=O)CN1CCN(c2cccc(Cl)c2)CC1	7	·	·	·	·	2	9
CC(C)(C)C(=O)N1CCN(c2ccc([N+](=O)[O-])c(NCC3CCCO3)c2)CC1 (stereo not given)	-3	11	·	-2	-3	1	2
COc1ccc(NC(=O)Cn2c(=O)n(CC3CCCO3)c(=O)c3ccccc32)c(OC)c1 (stereo not given)	·	12	-4	-2	-2	·	3
COc1cc(/C=N/N2CCN(c3ccc(Cl)cc3)CC2)cc(OC)c1OC(C)=O	-9	-2	-5	-3	-2	0	22
COc1ccc(C(=O)N(C(C)C)C(C)C)c(OC)c1	-3	2	·	·	·	-4	·
CO[C@@H]1CN(C)C(=O)c2cc(NC(=O)Nc3ccccc3F)ccc2OC[C@H](C)N(C)C[C@@H]1C	4	-2	-9	·	2	6	4
CCCC(C(=O)NCCc1ccc(S(N)(=O)=O)cc1)c1ccccc1 (stereo not given)	1	-1	-3	0	10	9	-6
O=C(CCC(=O)NC1CCN(Cc2ccccc2)CC1)NCc1ccco1	-1	-3	·	·	·	0	·
C/C(CC(=O)Nc1cccc(Cl)c1Cl)=N\NC(=O)c1ccccc1N	·	·	-10	0	-12	·	-10
CCOC(=O)c1cc2sccc2n1CC(=O)N1CCCC1	3	·	1	-2	1	-9	19
O=C(C[C@@H]1C[C@H]2c3cc(NS(=O)(=O)c4ccc(F)cc4)ccc3O[C@H]2[C@H](CO)O1)NCc1ccccc1F	-3	3	3	2	0	-3	12
OCCN(CC#CC(O)(c1ccccc1)c1cccc(F)c1)CCO (stereo not given)	-4	-4	-5	-1	5	12	·
C[C@@H]1CN([C@@H](C)CO)C(=O)c2cc(-c3ccncc3)cnc2O[C@H]1CN(C)Cc1ccc(F)cc1	-1	1	2	1	18	-4	-1
O=S(=O)(NCc1ccccc1)c1ccc(Br)s1	-5	3	4	1	-5	9	4
N#Cc1c2c(c(-c3ccccc3Cl)[nH]c1=S)CCCC2	·	0	1	3	6	·	10
CC(=O)Nc1nc(C)c(C(C)C)s1	·	1	-5	-4	-1	·	0
CCN(CC)c1ccc(NC(=O)C2CCC(CNc3c(N4CCCC4)c(=O)c3=O)CC2)c(C)c1 (stereo not given)	3	13	-1	1	-6	-2	5
CNc1cncc(-c2ccc(OC)cc2OC)n1	4	-2	·	-1	-2	7	-6
Cc1ccc([C@@H]2CC=C(C(=O)O)[C@H](c3ccccc3)N2S(=O)(=O)c2ccc(C)cc2)cc1	-4	2	·	8	1	1	10
Cn1nc(CC(=O)Nc2ccc(N3CCN(C(=O)OC(C)(C)C)CC3)cc2)c2ccccc2c1=O	-20	0	·	·	·	-13	·
CSC1=N/C(=C/c2cccnc2)C(=O)N1Cc1ccccc1	·	7	1	0	-12	·	8
Cc1cccc(-n2c(SCC(=O)N(C)C3CCS(=O)(=O)C3)nc3ccccc3c2=O)c1C (stereo not given)	-2	-1	1	1	1	9	-17
COC(=O)c1ccc(COc2ccc3ccc(=O)oc3c2)o1	27	2	-5	1	2	-11	-1
CC(C1CC1)N(C(=O)c1ccccc1O)c1ccccc1 (stereo not given)	-1	1	·	·	·	7	·
Nc1c2c(nc3ccccc13)CSCC2	7	-3	2	8	-2	3	18
COc1ccc(C#Cc2ccc3c(c2)O[C@H](CN(C)C(=O)CN2CCOCC2)[C@@H](C)CN([C@H](C)CO)S3(=O)=O)cc1	2	·	·	·	·	5	16
COc1ccc(C(=O)N2CCC(C(=O)Nc3cccc(C)c3)CC2)cc1OC	-1	·	0	1	-1	-6	15
C[C@H](O)[C@@H]1C(=O)N2CCc3c([nH]c4cccc(-c5ccccc5)c34)[C@@H]2C[C@@H]1N(C)C(=O)c1ccccc1	·	-2	2	-1	-7	·	4
C[C@H](CO)N1C[C@H](C)[C@H](CN(C)Cc2ccncc2)Oc2c(NC(=O)C3CCCCC3)cccc2C1=O	-1	·	-3	-2	-7	-2	0
CCCN(C)C[C@@H]1Oc2ncc(C#CC3(O)CCCC3)cc2C(=O)N([C@@H](C)CO)C[C@@H]1C	4	0	-7	-5	-5	-2	-1
Cc1c(C)n(Cc2ccc(F)cc2)c2ccc(C(=O)NCCCN3CCOCC3)cc12	-8	-6	-1	2	2	30	4
CC(=O)N(C[C@H]1N[C@H](CO)[C@@H]1c1ccc(-c2cccc(F)c2)cc1)C1CCCC1	·	-9	3	3	5	·	-6
COc1cccc(OCC(=O)NCCS(=O)(=O)N2CCN(c3ccccc3)CC2)c1	-4	-2	·	-4	2	-6	2
COCc1ccc(CN2CCCCC2C(=O)Nc2ccc(Oc3ccccc3)nc2)o1 (stereo not given)	·	-2	5	4	3	·	7
CC(=O)c1cc2c(cc1NS(=O)(=O)c1ccccc1Br)OCO2	-1	9	4	0	1	0	16
CCC(=O)N1CC(=O)N2[C@@H](CO)[C@@H](c3ccc(C#Cc4cccnc4)cc3)[C@@H]2C1	·	·	-1	0	-3	·	9
CN(C)/C=C/c1[nH]c(=O)[nH]c(=O)c1[N+](=O)[O-]	-8	1	4	4	-1	1	3
CC(C)c1cn([C@H]2C[C@@H]3O[C@H](CO)CC[C@@H]3O[C@@H]2CCc2ccc(-c3ccccc3)cc2)nn1	·	·	0	2	-8	·	·
COc1ccccc1Cn1c(C)c(C(=O)NCc2ccc(C#N)cc2)sc1=O	7	6	·	2	1	2	-17
O=C(NCCCCc1ccccc1)c1ccccc1	·	-10	-2	0	-8	·	-6
CC[C@]12c3[nH]c4ccccc4c3CCN1C(=O)C(CC(=O)NCC13CC4CC(CC(C4)C1)C3)C[C@@H]2C(=O)N1CCN(C(=O)C2CC2)CC1 (stereo not given in full)	7	5	0	4	1	-12	12
C[C@@H]1CCCCO[C@H](CN(C)Cc2ccc(Cl)c(Cl)c2)[C@H](C)CN([C@@H](C)CO)C(=O)c2cc(NS(=O)(=O)c3ccc(F)cc3)ccc2O1	·	-15	6	0	0	·	-1

Continuation.
Compound	esBAF inh	FN deposit inh	SIRT5 block	CASP6 VEID inh	S100A4 inh HTS	Statin myotox sup	LGR2 inh
CS(=O)(=O)Nc1ccc2c(c1)[C@H]1C[C@H](CC(=O)NCc3cccc(F)c3)O[C@H](CO)[C@H]1O2	3	·	-5	-3	4	-4	7
C[C@H](CO)N1C[C@H](C)[C@@H](CN(C)Cc2ccc(Oc3ccccc3)cc2)Oc2ccc(NS(=O)(=O)c3ccc(Cl)cc3)cc2C1=O	-1	·	8	0	4	-47	-4
COc1ccc(OC)c(S(=O)(=O)N2CCCC(C(=O)NCCc3ccccc3)C2)c1 (stereo not given)	4	18	2	0	-11	2	-13
CC(C)C(=O)Nc1ccc(NC(=S)NC(=O)c2ccc([N+](=O)[O-])cc2)cc1	-3	·	·	·	·	-9	20
CC(OC(=O)c1ccco1)C(=O)Nc1nc(-c2ccccc2)cs1 (stereo not given)	48*	-7	1	4	-1	0	-40
Cc1ccc(Cl)cc1NC(=O)c1cc(NC(=O)CCCC(=O)O)ccc1N1CCCCC1	·	-5	2	4	19	·	-10
O=C(Cc1ccc([N+](=O)[O-])cc1)NCCS(=O)(=O)N1CCN(c2ccccc2)CC1	5	-3	-5	-1	1	-3	·
Cc1ccc(N2CCN(CCCN3C(=O)C4CCCN4C3=O)CC2)cc1 (stereo not given)	·	-4	·	2	-1	·	·
O=C(CN1CCN(Cc2ccccc2)CC1)N/N=C/c1ccco1	-2	-12	-3	1	-15	-5	0
COc1ccccc1Cn1c(=S)[nH]c2ccc(Br)cc2c1=O	-7	2	-1	1	-2	-4	35
CN1C(=O)C(C)(C)c2cc(S(=O)(=O)NCc3ccc(Cl)cc3)ccc21	-2	2	·	-1	-9	5	-2
CCCC#Cc1ccc2c(c1)O[C@H](CN(C)C(=O)COC)[C@H](C)CN([C@H](C)CO)S2(=O)=O	5	1	9	-4	5	1	-13
CO[C@H]1CN(C)C(=O)c2cc(NC(=O)Nc3cccc(F)c3)ccc2OC[C@@H](C)N(C(=O)Nc2c(C)noc2C)C[C@@H]1C	1	7	4	-2	-20	4	-8
COc1ccccc1N(CC(=O)Nc1c(C)cccc1C)S(C)(=O)=O	-11	·	·	·	·	-7	3

Taken from the entries so far (3 entries):
Compound	esBAF inh	FN deposit inh	SIRT5 block	CASP6 VEID inh	S100A4 inh HTS	Statin myotox sup	LGR2 inh
C[C@H](CO)N1C[C@H](C)[C@H](CN(C)Cc2ccncc2)Oc2c(NC(=O)C3CCCCC3)cccc2C1=O	-1	·	-3	-2	-7	-2	0
CCCN(C)C[C@@H]1Oc2ncc(C#CC3(O)CCCC3)cc2C(=O)N([C@@H](C)CO)C[C@@H]1C	4	0	-7	-5	-5	-2	-1
Cc1c(C)n(Cc2ccc(F)cc2)c2ccc(C(=O)NCCCN3CCOCC3)cc12	-8	-6	-1	2	2	30	4

Screens as filed in PubChem BioAssay.
